NS5 inhibitors = flavivirus cap methylation enzyme inhibition – biochemical, confirmation dose response, primary screen (AID 588689). Dengue-2 NS5 methyltransferase capping enzyme assay, biochemical; higher % means a stronger effect. inhibition, % at 25 µM; hits with a dose series show IC50 in µM. actives 0.3% (n = 340,000); in the data active = a potency from the dose series; inconclusive = inhibition above about 29% without an active follow-up result
KOR beta-arrestin-1 = KOR agonists, beta-arrestin recruitment, primary screen, cell-based, luminescence, uHTS (AID 1777); actives 0.02% (n = 280,000); one-dose activation, % at 10 µM; EC50 in µM for titrated hits; KOR beta-arrestin recruitment, luminescence; higher % means a stronger effect; in the data active = activation above about 50%, passing the limit was not always enough; note: a part of the inactive calls stands beside numbers as strong as those of hits
NOD1 inhibition = NOD1 signaling inhibitors, primary screen, cell-based, luminescence, uHTS (AID 1578). NOD1-driven NF-kB luciferase reporter cells, luminescence; higher % means a stronger effect. actives 1% (n = 290,000). one-dose inhibition, % at 4 µM; EC50 in µM for titrated hits; in the data active = inhibition mostly above about 36%, no sharp cut-off; inactive = mostly below about 34%;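 note: HEK-293T reporter cells stimulated with the NOD1 agonist gamma-tri-DAP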
West Nile antiviral = inhibition of WNV-induced cytopathic effect – cell-based, CPE readout (AID 1621). West Nile virus-infected cells, CPE inhibition; higher % means a stronger effect. CPE inhibition, % at 10 µM, or IC50 in µM where a hit was titrated. actives 0.02% (n = 290,000); in the data active = a potency from the dose series; inconclusive = CPE inhibition mostly from about 3.7% at the one dose, without a potency; inactive = the rest, 99 in 100 with CPE inhibition below about 2.2%; note: strong numbers were not always called active
HIV fusion peptide = inhibitors of HIV fusion peptide binding, primary screen, biochemical, uHTS, fluorescence dequenching (AID 1986); cell-free peptide binding, fluorescence dequenching, 30 min; higher % means a stronger effect; inhibition, % at 20 µM, or IC50 in µM where a hit was titrated; actives 0.3% (n = 290,000); in the data active = inhibition mostly above about 52%, no sharp cut-off; inactive = mostly below about 76%; note: some results filed as inactive read as strong as hits
AID2073 = disruptors of CaV2.2 binding to Mint1 – biochemical, HTRF (AID 2073) | actives 0.19% (n = 290,000) | inhibition, % at 20 µM; hits with a dose series show IC50 in µM | HTRF protein-protein interaction, Mint1-CaV2.2; higher % means a stronger effect; in the data active = inhibition mostly above about 51%, no sharp cut-off; inconclusive = no clear call, values can overlap the other calls; inactive = mostly below about 53%; note: some results filed as inactive read as strong as hits
HEK293 NOD2/NF-kB = NOD2 signaling inhibitors, cell-based, luminescence, uHTS, HEK293 (AID 1566) | HEK293 NOD2/NF-kB luciferase reporter, luminescence; higher % means a stronger effect | inhibition, % at 4 µM; hits with a dose series show EC50 in µM | actives 0.63% (n = 290,000); note: many of its hits are not listed in these tables
Yfh1-depleted yeast = enhancers of respiration in Yfh1-depleted yeast, dose response, Friedreich's ataxia, plus single-dose screen (AID 1465) | S. cerevisiae Yfh1-off respiration, WST-1 reduction, 72 h; higher fold induction means a stronger effect | one-dose fold induction at 50 µM; EC50 in µM for titrated hits | actives 0.074% (n = 220,000);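 active = fold induction of absorbance versus untreated yeast above a set limit, then at least 30% activation at any dose in follow-up; inconclusive = repeats straddling the limit, or above it without dose testing; inactive = fold induction below the set limit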;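 note: activators that raise dye reduction in frataxin-depleted yeast; strong numbers were not always called active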
KOR beta-arrestin-2 = KOR antagonists, beta-arrestin recruitment, cell-based, luminescence, uHTS (AID 1778) | KOR beta-arrestin recruitment, luminescence, antagonist mode; higher % means a stronger effect | inhibition, % at 10 µM, or IC50 in µM where a hit was titrated | actives 0.091% (n = 290,000); note: strong numbers were not always called active
NS5 inhibitors pilot replicate = second read-out of NS5 inhibitors, no call of its own (marks repeat the call); inhibition, %; measured here: pilot screen replicate inhibition
* hit, by the source's call; i = inactive; u = inconclusive; x = not tested or not shown; [ ] = remark or other dose. Cut-off read from the data, not from the text of the source, unless noted: active = inhibition above about 50%; inactive = the rest. This is a subset. The share of hits here may be higher or lower than overall.

SMILES | NS5 inhibitors | KOR beta-arrestin-1 | NOD1 inhibition | West Nile antiviral | HIV fusion peptide | AID2073 | HEK293 NOD2/NF-kB | Yfh1-depleted yeast | KOR beta-arrestin-2 | others
O=C(CN(C(=O)CCC(=O)Nc1nccs1)c1cccc(F)c1)NCCc1ccccc1 | -6% | -4.0% | -8% | -0.7% | -1.6% | 10% | 10% | x | -6%
Cc1ccc2oc(=O)c3cc(C(=O)Nc4cc(-c5cccc(F)c5)no4)sc3c2c1 | x | -1.6% | -18% | x | -0.8% | 7% | 6% | x | -14%
CN=C(Nc1cc(C)nn1CCC#N)c1ccccc1 | -3% | -6.8% | 7% | -0.9% | 0.7% | 1% | 13% | i | 23%
CCc1ccc(N(CC(=O)NC(C)C)C(=O)CCC(=O)Nc2ccccn2)cc1 | -22% | 5.3% | 34% | -1.2% | 1.7% | 12% | -9% | x | -4%
CC(C)CCOP(=O)(c1ccc(N(C)C)cc1)C(O)c1ccccn1 (configuration not stated) | 3% | -4.9% | -18% | -0.5% | 15% | 5% | -1% | i | -18%
C/C(=N\N1CCN(c2ccc(Cl)cc2)CC1)c1cccc([N+](=O)[O-])c1 | 4% | -0.2% | -21% | -0.4% | -0.6% | -7% | 10% | i | -10%
CCOc1ccc(OCC)c(NS(=O)(=O)c2cn(C)cn2)c1 | 0% | -3.4% | 4% | 0.7% | -0.4% | 8% | 11% | x | -13%
Cc1ccccc1CN(C)C1CCN(C)CC1 | -3% | -1.2% | -18% | 0.3% | -0.3% | -12% | -16% | x | -25%[20 µM]
O=c1[nH]c(C(F)(F)F)nc2ccccc12 | -3% | -0.3% | -18% | 0.3% | -0.2% | -4% | -4% | i | -39%
CCCSc1oc(-c2ccco2)nc1S(=O)(=O)c1ccccc1 | 1% | -3.0% | -5% | 2.3% | 3.1% | 2% | 7% | i | 27%
COC(=O)c1cccc(NC(=O)COc2cccc([N+](=O)[O-])c2)c1 | x | -1.5% | -6% | 0.2% | -0.6% | -11% | 16% | i | -1%
O=Cc1ccc(OCc2cn3ccccc3n2)cc1 | -5% | -8.5% | -36% | 0.0% | -0.2% | 17% | -41% | i | 20%
CCCCc1nc2ccccc2c(=O)n1NC(=O)c1c(O)c2c(n(CC(C)C)c1=O)CCCC2 | -23% | 13% | 3% | -0.7% | 2.8% | 20% | 4% | i | -2%
COC(=O)c1cc(=O)n(Cc2cccs2)c(=Nc2ccc(F)cc2)s1 | -7% | 1.9% | -9% | u | 0.6% | 12% | -6% | i | -20%
O=C(CO/N=C/c1c(Cl)cccc1Cl)NNC(=O)c1cccc(Cl)c1 | 5% | -0.6% | -2% | -0.1% | -0.3% | 2% | 25% | i | -11%
COCCn1c(C)cc(C(=O)CSc2nc3ccccc3o2)c1C | -8% | 18% | -71% | -1.4% | -2.2% | -5% | -137% | i | -1%
COc1ccc(-n2nc(C(=O)NCC(=O)NCCCN3CCN(C)CC3)c3ccccc3c2=O)cc1 | -7% | -4.6% | -34% | -0.3% | 1.2% | 13% | 7% | x | 22%
CC(=O)OC(C)C[N+](C)(C)C (configuration not stated) | 1% | 4.7% | 33% | 0.4% | -1.4% | 0% | 10% | i | -77%
COc1cc(CCC(=O)OCC(=O)NC(=O)c2ccc(Cl)cc2)cc(OC)c1OC | -4% | 7.4% | 0% | 0.3% | 2.3% | 24% | -9% | i | -32%
Cc1ccc(SCCCCN2CCOCC2)cc1 | -4% | 0.2% | 3% | -0.5% | -0.7% | 11% | -4% | x | 2% | NS5 inhibitors pilot replicate=3.3
Nc1nc(Nc2cccc(F)c2)nc(N2CCOCC2)c1[N+](=O)[O-] | 8% | 0.6% | -8% | 1.0% | -1.5% | 2% | -6% | i | 11%
O=C(N/N=C/c1cn(-c2ccccc2)nc1-c1ccc(F)cc1)c1ccc(Br)o1 | -5% | -2.3% | 10% | 0.1% | -0.4% | 0% | 1% | i | -4%
O=C(CSCc1cnn(-c2ccccc2)c1-n1cccc1)NCc1ccccn1 | 4% | -2.0% | -18% | -0.6% | -1.3% | 42% | 1% | i | 14%
Cc1oc(-c2cccs2)[n+]([O-])c1C | 4% | 6.7% | -13% | -0.1% | -0.8% | 0% | 11% | i | -13%
COC(=O)c1cc2occc2n1CC(=O)Nc1ccc(OC)c(OC)c1OC | -13% | -3.6% | -14% | -0.7% | -2.2% | 2% | 16% | i | -60%
COc1cc(/C=N/NC(=O)c2cccnc2)ccc1OC(=O)c1ccc2c(c1)OCO2 | -7% | -1.2% | 9% | -0.4% | -1.6% | 20% | 18% | i | 13%
COc1ccc2c(CC(=O)Nc3ncc(C)s3)coc2c1 | -6% | -0.8% | -35% | -1.4% | 1.1% | 3% | -17% | i | 14%
COC(=O)c1ccccc1NC(=O)CN1C(=O)CSC1=O | 6% | 9.7% | -14% | 1.0% | 0.9% | -7% | -14% | i | -8%
CC1=Nc2ccc(Br)cc2C(c2ccccc2)N1CC(=O)O (configuration not stated) | -10% | -8.4% | -18% | 0.1% | 2.2% | 8% | 8% | i | -24%[20 µM]
NC(=O)c1c(NC(=O)CSc2nnc(-c3ccccc3)n2CC2CCCO2)sc2c1CCC2 (configuration not stated) | -8% | -2.3% | 3% | -0.4% | -4.1% | -5% | 28% | i | 7%
COc1ccccc1NC(=O)CC1SC(=N)N(c2ccccc2)C1=O (configuration not stated) | -6% | x | -33% | -0.5% | 1.5% | -1% | 8% | i | -28%[20 µM]
Cc1cccn2c(=O)c3cc(C(N)=S)c(=N)n(CCCN4CCOCC4)c3nc12 | 25% | 0.1% | 1% | -0.8% | 2.8% | -7% | 15% | i | -28%
Nc1nc(SCc2ccccc2)n[nH]1 | -2% | 5.3% | -14% | -0.5% | 0.9% | -2% | 7% | i | -2%
O=C(NC1CCCCCC1)C(=O)NC1CCCC1 | 2% | 2.8% | -51% | 0.2% | 0.3% | 7% | -12% | i | x
CC(C)c1cc(=O)[nH]c(SCC(=O)NC2CCCC2)n1 | 0% | 6.7% | -16% | 0.2% | -1.2% | 2% | 10% | x | -1%
Cc1ccc(-c2nc3ccccc3c(=O)n2NC(=O)COc2ccccc2)cc1 | -7% | 2.8% | 0% | 0.1% | -0.5% | -5% | 26% | i | -14%
COc1ccc(-c2nnc(NC(=O)C3=COCCO3)o2)cc1 | -3% | 5.2% | -14% | 0.7% | 3.0% | -4% | -14% | i | -33%
O=C1c2ccccc2C(=O)N1C/C=C/c1ccccc1 | -2% | -2.0% | -31% | -0.7% | -0.6% | 4% | 4% | i | 35%
CN(C)c1ccc(S(=O)(=O)NCC(=O)NCC2CCCCC2)cc1[N+](=O)[O-] | -8% | -2.1% | -13% | -0.3% | -0.4% | -8% | -1% | x | 6%
O=C(Nc1cccc(NC(=O)c2ccc(Cl)cc2Cl)c1)c1cccnc1 | 0% | 5.9% | -13% | -1.1% | 2.4% | -2% | 4% | x | 0%
CC(=O)c1ccc(N=C2C(=O)Nc3ccccc32)cc1 | 6% | -1.6% | -21% | -0.9% | 1.0% | 12% | 5% | x | -95%[20 µM]
COc1ccccc1N(CC(N)=O)S(=O)(=O)c1ccc(C)cc1 | -1% | -3.4% | 0% | -0.2% | -1.7% | 0% | 19% | i | 8%
COc1ccc(NC(=O)c2cccc3c2C(=O)N(CC2CCCO2)C3)cc1OC (configuration not stated) | -2% | -1.7% | -2% | -0.4% | 3.1% | 15% | 14% | x | 20%[20 µM]
COc1ccc(OCCCn2cc(/C=C3/C(=N)N4C=C(C)SC4=NC3=O)c3ccccc32)cc1 | 1% | 4.3% | 4% | 1.7% | 5.7% | 8% | -16% | i | -7%
COc1cc(/C=N/n2c(=S)[nH]nc(C)c2=O)cc([N+](=O)[O-])c1O | x | x | -5% | 0.6% | -1.5% | -18% | 13% | i | 7%[20 µM]
FC(F)(F)c1ccc(C2[C@H]3CN(Cc4ccc(-c5ccccc5)cc4)[C@H](c4ccccc4)C34CC2(c2cccnc2)C4)cc1 (some centres not stated) | x | 1.2% | -9% | 0.5% | 1.9% | 16% | -6% | i | -14%
CCOc1cc(C=O)ccc1OCCSc1ccc(C)cc1 | -8% | 0.0% | -10% | 1.3% | 3.0% | 3% | 1% | i | -24%
C=CCc1cccc2cc(C(=O)Nc3ccccc3C(=O)O)c(=O)oc12 | x | -0.6% | 13% | 0.1% | 39% | -1% | 62%* | i | -24%
Cc1ccc(Oc2ccc(NC(=O)c3ccco3)cc2)cc1 | -12% | -4.7% | 13% | 2.4% | 53% | -4% | -28% | i | -32% | NS5 inhibitors pilot replicate=-6.1
CCCOc1cccc(NC(=O)c2c(-c3ccccc3)noc2C)c1 | -2% | -1.4% | 22% | -0.4% | -2.6% | -1% | 3% | i | -45%
Cc1ccc(-n2c(C)n[nH]c2=S)cc1C | 2% | -4.5% | 3% | -0.4% | 4.4% | 4% | 15% | i | 22%
Cc1cc(C)cc(OCC(=O)Nc2ccc(N3CCN(S(C)(=O)=O)CC3)cc2)c1 | -3% | 1.3% | -31% | -0.7% | 30% | 2% | -7% | i | -8%
CCCCC(c1nnnn1C1CCCC1)N1CCN(C2CCCC2)CC1 (configuration not stated) | 8% | 5.1% | 2% | -0.2% | -1.2% | 19% | -35% | i | 16%
C/C(=N\NC(=S)NC(C)C)c1cccc([N+](=O)[O-])c1 | 2% | -2.8% | -46% | -0.5% | -1.9% | -5% | -10% | i | 3%
CCN(CC)S(=O)(=O)c1cccc(N2CC(O)=C(c3ccccc3)C2=N)c1 | -11% | 1.2% | -8% | -0.3% | -0.2% | -8% | 18% | i | 20%
CCCc1nc2c(=O)[nH]c3ccccc3c2o1 | -2% | 0.8% | 5% | -0.4% | -2.2% | -5% | 2% | i | 34%
CCOc1ccc(CCNC(=O)c2ccc3ccccc3n2)cc1OCC | 3% | 7.6% | -2% | -0.6% | 0.6% | 6% | 24% | x | -34%
CSc1ncccc1C(=O)OCC(=O)NC1CCS(=O)(=O)C1 (configuration not stated) | 2% | -7.9% | 0% | 1.1% | -1.4% | 1% | 13% | i | 1%
C=CCn1c(CCNC(=O)c2ccccc2F)nnc1SCC(=O)Nc1ccccc1F | 5% | -4.6% | -19% | 0.7% | 0.1% | -9% | -3% | x | 24%
COc1cc(/C=N/NC(=O)CNC(=O)/C=C/c2ccco2)cc(OC)c1OC | -3% | 5.1% | -23% | 0.6% | -1.4% | 4% | 22% | x | -49%
Cc1cc(Nc2ccc(Cl)cc2)n(-c2cccc(Cl)c2)n1 | -6% | 5.4% | 42% | -0.7% | 3.3% | -3% | 15% | i | 7%
O=c1[nH]nc(-c2cccs2)c2ccccc12 | -4% | -0.5% | -21% | -0.3% | 0.3% | -5% | 13% | i | -1%

High-throughput results: PubChem, several laboratories
